From PubChem
a7 integrin act – qHTS for Activators of Integrin-Mediated Alleviation for Muscular Dystrophy. Potency, µM (titrated, usually from 38.3 µM), for inactives: at the top dose activation, usual class: activators. AID 624291, 2012. 350,000 compounds, 0.064% hits. alpha7betagal myoblasts, beta-gal FDG fluorescence, 48 h;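 also: potency is read from the fitted curve at half-maximal effect; 100% = response of the positive control SU9516; nearly all actives have a fitted effect of over 60% in size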
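Alpha7betagal+/- myoblasts (passage 13) were plated 16-24 hr, then exposed to compounds (1:260 dilution of DMSO stock) for 48 hours at 37C. After MPER lysis, β-galactosidase reporter activity was read as FDG fluorescence (ex 480/em 540) after 30 minutes.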
Menin MLL FP TR – qHTS Assay for Inhibitors Targeting the Menin-MLL Interaction in MLL Related Leukemias: Competition With Texas Red Labeled MLL-derived Mutant Peptide. Menin + Texas Red MLL mutant peptide, fluorescence polarization. Potency, µM (series often up to 61.6 µM), for the others: at the top dose FP activity change, negative = inhibition, usual class: inhibitors. AID 1768, 2009. 270,000 compounds, 0.23% hits. O00255; active = well fitted inhibition curve with a large enough effect in the polarisation, with a control signal flat, not every such curve was filed as active; inconclusive = small, poorly fitted or top-dose-only effect, or effect the other way, or a change in a side signal; inactive = no such curve, though single readings can be large or run the other way; the % refers to the polarisation; also: potency is read from the fitted curve at half-maximal effect; % of control where 0% means no effect; many of its hits are not listed in these tables
S-ASM inh – Inhibitors of Secretory Acid Sphingomyelinase (S-ASM): qHTS; Sphingomyelin phosphodiesterase (Homo sapiens), P17405; placental ASM, HMU-PC fluorogenic substrate, 60 min; Potency, µM (doses to about 57.5 µM), without a hit: top-dose activity change, negative = inhibition, actives largely listed as inhibitors; 340,000 compounds, 0.006% hits; AID 504937, 2011; also: potency is read from the fitted curve at half-maximal effect
Target sequence (P17405 47-631 limits assumed): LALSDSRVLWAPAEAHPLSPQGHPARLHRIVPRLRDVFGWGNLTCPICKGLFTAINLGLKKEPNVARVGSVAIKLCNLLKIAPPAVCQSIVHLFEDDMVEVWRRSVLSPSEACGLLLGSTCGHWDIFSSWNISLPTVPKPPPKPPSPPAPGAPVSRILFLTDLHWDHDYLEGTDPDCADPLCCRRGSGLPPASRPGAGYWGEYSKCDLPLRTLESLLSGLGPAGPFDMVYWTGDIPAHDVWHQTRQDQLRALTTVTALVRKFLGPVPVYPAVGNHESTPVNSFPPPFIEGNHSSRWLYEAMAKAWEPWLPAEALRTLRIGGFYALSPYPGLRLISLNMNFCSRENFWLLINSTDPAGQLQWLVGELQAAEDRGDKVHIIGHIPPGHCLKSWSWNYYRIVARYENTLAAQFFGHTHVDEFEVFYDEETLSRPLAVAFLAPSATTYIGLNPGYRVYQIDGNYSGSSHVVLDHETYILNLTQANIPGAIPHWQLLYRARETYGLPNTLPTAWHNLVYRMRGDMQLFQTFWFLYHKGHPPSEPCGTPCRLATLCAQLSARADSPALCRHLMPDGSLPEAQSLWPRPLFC
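Fluorescence read-out (Ex 386 nm, Em 447 nm) after stopping the reaction at pH 10. Enzyme: ASM from human placenta; substrate HMU-PC0, 9 uM final; 60 min, 37 °C. Compound preincubation 10 min, ambient temperature.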
B2AR arrestin – qHTS assay of beta-arrestin-biased ligands of beta2-adrenergic receptor; 330,000 compounds, 0.02% hits; beta-arrestin recruitment to beta2AR, cell-based reporter; AID 492947, 2010; Beta-2 adrenergic receptor (Homo sapiens), P07550; Potency, µM (doses to about 46.1 µM), for inactives: at the top dose activation, actives largely listed as activators;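 also: potency is read from the fitted curve at half-maximal effect; 0% = DMSO controls and full agonism = EC100 isoproterenol or metaproterenol; nearly all actives have a fitted effect of over 65% in size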
Giardia killer – Small Molecules that selectively kill Giardia lamblia: qHTS; Giardia lamblia trophozoite viability; activity change, % at 7.66 µM, hits read low; 340,000 compounds, 0.15% hits; AID 540267, 2011; in the data active = activity change below about -80%; inconclusive = between about -30% and that limit;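 also: parasites exposed to compound for two days anaerobically before the ATP read; % is scaled to controls: 0 for no effect and ±100 for the full control effect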
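Luminescence from cellular ATP indicates surviving trophozoites (100 cells/well) following 48 hrs anaerobic compound treatment at 37 deg C; signal develops 15-30 min at room temperature.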
GALK inh – qHTS Assay for Inhibitors of Human Galactokinase (GALK) | Potency, µM (titrated, usually from 57.5 µM), for the others: at the top dose activity change, negative = inhibition, actives largely listed as inhibitors | Purified GALK, Kinase-Glo residual ATP luminescence | 270,000 compounds, 0.007% hits; also: potency is read from the fitted curve at half-maximal effect; % is scaled to controls: 0 for no effect and ±100 for the full control effect
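Compounds were pin-transferred into ATP buffer (35 uM final), then GALK plus galactose (5 nM, 100 uM final) was added. After 1 h at room temperature, Kinase-Glo Plus was added and luminescence read after 10 min.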
BCR signal inh – qHTS Assay to Find Inhibitors of Chronic Active B-Cell Receptor Signaling | ABC-DLBCL IkBa-CBG/CBR reporter, luminescence ratio, 4 h | Potency, µM (titrated, usually from 46.1 µM), inactives show top-dose ratio change, negative = lower green/red ratio, actives largely listed as inhibitors | 340,000 compounds, 0.05% hits | AID 493014, 2011; active = well fitted inhibition curve with a large enough effect in the signal ratio, with a control signal flat, not every such curve was filed as active; inconclusive = small, poorly fitted or top-dose-only effect, or effect the other way, or a change in a side signal; the % refers to the signal ratio;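 also: potency is read from the fitted curve at half-maximal effect; plate controls were basal doxycycline-induced cells for no effect and cells given 10 µM MG132 for full effect; MG132 reads +100%, hits lower the ratio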
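TMD8 ABC-DLBCL cells carrying doxycycline-inducible green luciferase fused to IkappaBalpha plus unfused red luciferase were exposed to compounds (up to 46 uM) for 4 hrs at 37C. Activity came from the overlap-corrected green/red luminescence ratio.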
TSG101-PTAP inh – qHTS Assay for Iinhibitors of HIV-1 Budding by Blocking the Interaction of PTAP/TSG101. Tumor susceptibility gene 101 protein (Homo sapiens), Q99816. Fluorescence polarization, FITC-PTAP peptide / Tsg101 binding. Potency, µM (series often up to 115 µM), for inactives: top-dose activity change, negative = inhibition, usual class: inhibitors. 340,000 tested, under 10 active; active = well fitted inhibition curve with a large enough effect in the main read-out, with a control signal flat, not every such curve was filed as active; inconclusive = small, poorly fitted or top-dose-only effect, or effect the other way, or a change in a side signal; inactive = no such curve, though single readings can be large or run the other way; also: potency is read from the fitted curve at half-maximal effect; % of control where 0% means no effect
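Tsg101 binding domain (10 uM final) was mixed with compound and a FITC-labeled PTAP peptide (50 nM final) in HEPES pH 7.5 buffer with NaCl, Tween 20, EDTA and TCEP; fluorescence polarization was read after 20 min at r.t.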
Tb PFK inh – qHTS Assay to Find Inhibitors of T. brucei phosphofructokinase; ATP-dependent 6-phosphofructokinase (Trypanosoma brucei brucei), O15648; T. brucei PFK, ADP-Glo luminescence; Potency, µM (highest dose often 57.5 µM), without a hit: top-dose activity, negative = inhibition, hits mostly inhibitors; 330,000 compounds, 0.17% hits;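 also: potency is read from the fitted curve at half-maximal effect; 0% = uninhibited 1x PFK enzyme wells and -100% = no-enzyme wells; nearly all actives have a fitted effect of over 60% in size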
Target sequence (O15648 whole entry, looked up): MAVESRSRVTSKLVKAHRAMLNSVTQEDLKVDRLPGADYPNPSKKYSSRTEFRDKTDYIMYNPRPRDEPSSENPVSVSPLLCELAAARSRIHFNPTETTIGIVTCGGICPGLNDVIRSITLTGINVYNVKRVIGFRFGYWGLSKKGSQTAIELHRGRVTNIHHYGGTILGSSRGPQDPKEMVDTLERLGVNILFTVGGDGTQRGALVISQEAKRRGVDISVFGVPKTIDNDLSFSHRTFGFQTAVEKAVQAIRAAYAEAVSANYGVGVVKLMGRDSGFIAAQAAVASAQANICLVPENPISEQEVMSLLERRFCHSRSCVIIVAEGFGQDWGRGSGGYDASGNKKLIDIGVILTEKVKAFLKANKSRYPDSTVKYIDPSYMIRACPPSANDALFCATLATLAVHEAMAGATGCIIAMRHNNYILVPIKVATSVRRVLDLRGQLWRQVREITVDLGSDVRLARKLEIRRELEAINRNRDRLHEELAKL
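Activity is normalized to no-enzyme wells (full inhibition) and 1.25 nM enzyme wells (no inhibition). Reaction: 0.5 mM F6P, 0.1 mM ATP, 45 min RT, ADP-Glo luminescence; concentration-response curves fitted and classed by quality.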
PKM2 act – qHTS Assay for Activators of Human Muscle isoform 2 Pyruvate Kinase; Pyruvate kinase PKM (Homo sapiens), P14618; purified PKM2, Kinase-Glo ATP luminescence, activation; response scale: 0% is enzyme alone, no compound; Potency, µM (series often up to 57.5 µM), for inactives: at the highest dose activation, hits mostly activators; 260,000 compounds, 0.34% hits; AID 1631, 2009; also: potency is read from the fitted curve at half-maximal effect; % is scaled to controls: 0 for no effect and ±100 for the full control effect; nearly all actives have a fitted effect of over 55% in size
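Purified hPK-M2 (>95%) run at intermediate activity with 0.1 mM ADP and 0.5 mM PEP in 50 mM imidazole pH 7.2, KCl, MgCl2; 1 h room temperature. ATP formed read by Kinase-Glo luminescence; normalized to uninhibited and no-enzyme controls.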
Coupling enz – qHTS Assay for Inhibitors of Fructose-1,6-bisphosphate Aldolase from Giardia Lamblia: Coupling assay counterscreen | coupling enzyme system counterscreen, AmpLite Red fluorescence | activity change, negative = inhibition, % at 58.2 µM, hits read low | 290,000 compounds, 0.67% hits | AID 2472, 2010; in the data active = activity change below about -30%; also: % is scaled to controls: 0 for no effect and ±100 for the full control effect
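Fluorescence at 525 nm excitation and 598 nm emission measured inhibition of the coupled detection system without aldolase. Compounds (at 57.5 uM final) were preincubated 10 min at room temperature with coupling enzyme reagent before a 20 min substrate/AmpLite Red step.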
An asterisk follows results filed as active; ? = inconclusive; . = not tested or not shown; [ ] = another dose, or the depositor's remark. Unless noted, calls follow the shape of the dose curve; as a rule, active = well fitted curve in the direction sought with a large enough effect; inconclusive = small, poorly fitted or top-dose-only effect, or another doubt; inactive = no such curve, though single readings can be large; an effect the other way counts as inactive or inconclusive. Some of the compounds tested. The share of hits here may be higher or lower than overall.

entry	structure	a7 integrin act	Menin MLL FP TR	S-ASM inh	B2AR arrestin	Giardia killer	GALK inh	BCR signal inh	TSG101-PTAP inh	Tb PFK inh	PKM2 act	Coupling enz
1	COc1cccc(C2C(C(=O)OC(C)C)=C(C)N=c3s/c(=C\c4ccc(C(=O)O)cc4)c(=O)n32)c1 (stereo not drawn)	6%	48%[activator]	1%	-0.7%	-14	6%	10%	-1%	2%	3%	1
2	CC1CCN(c2ccc([N+](=O)[O-])cc2C(=O)NCC2CCCO2)CC1 (stereo not drawn)	2%	-13%	-1%	2.5%	8	-4%	-2%	.	3%	2%	-2
3	COC(=O)Cc1ccc(NC(=S)N2CCCC(CO)C2)cc1 (stereo not drawn)	5%	15%	2%	-0.4%	?	0%	10%	-2%	0%	0%	1
4	CC(NC(=O)CN(C)Cc1nc2ccccc2c(=O)[nH]1)c1ccccc1 (stereo not drawn)	-9%	-17%	0%	-0.8%	1	1%	?	-5%	-4%	-20%	1
5	CSc1nc(C)cc(SCC(=O)N/N=C/c2ccccc2)n1	25%	-8%	2%	-0.9%	-14	2%	-3%	-2%	-7%	-14%	-5
6	C=CCNc1nc(-c2ccc(Cl)cc2)cs1	27%	?	-4%	0.2%	-21	0%	?	-9%	-2%	4%	.
7	Fc1cccc(Cc2noc(CN3CCOCC3)n2)c1	-11%	11%	4%	-0.8%	-8	0%	?	-3%	1%	3%	2
8	COCc1cc(C)nc(SCC(=O)Nc2cc(C(F)(F)F)ccc2N2CCOCC2)c1C#N	-16%	.	0%	0.4%	-4	-7%	-1%	2%	-4%	0%	.
9	COc1ccccc1C(=O)NNC(=O)C(=O)NC1CCCCC1	-21%	-25%	2%	-0.7%	15	5%	?	-4%	0%	0%	3
10	Nc1nc2ccc(S(=O)(=O)N3CCCCC3)cc2s1	3%	1%	-1%	-0.4%	-15	0%	-1%	-5%	14%	3%	1
11	Cc1ccc(/C(N)=N/OC(=O)Oc2ccccc2)cc1	-6%	3%	1%	-0.6%	?	-1%	2%	-3%	-4%	-20%	0
12	O=C(C(Cc1ccccc1)n1cccc1)N1CCCCC1 (stereo not drawn)	9%	-8%	4%	0.1%	-21	2%	4%	5%	-6%	-12%	0
13	Cc1ccc(CNC(=O)CCCCn2c(=O)[nH]c3ccsc3c2=O)cc1	9%	-12%	-4%	-0.6%	9	1%	-10%	-1%	2%	2%	1
14	N#Cc1c(C(F)(F)F)cc(-c2cccs2)nc1N1CCCCC1	?	.	290%[activator]	-0.2%	9	-2%	0%	1%	-1%	-3%	3
15	Cc1cccc(-n2nc(C)c3c2NC2=C(C(=O)CCC2)C3c2ccccn2)c1 (stereo not drawn)	3%	-5%	156%[activator]	0.1%	17	-3%	?	-1%	1%	1%	1
16	CCOC(=O)c1c(C)c(C(=O)NCc2ccc(OC)cc2)c(C)n1C	-24%	-13%	-2%	0.1%	-19	5%	-5%	1%	0%	-12%	2
17	CN1C(C(=O)NCc2cccc(C(F)(F)F)c2)CC2Cn3c(nc4cc(Cl)c(Cl)cc43)C21 (stereo not drawn)	-2%	.	2%	-0.5%	5	1%	0%	3%	-24%	-13%	0
18	O=C(CCSc1nnc(-c2ccncc2)o1)Nc1ccccc1Cl	20%	-2%	6%	.	-6	1%	.	-3%	.	8%	4
19	COc1ccccc1S(=O)(=O)N1CCNC(=O)C1	-13%	.	3%	0.0%	-4	.	0%	-5%	0%	.	.
20	N#CCCn1cc(C(=O)Nc2ccc(C(=O)O)cc2)c(-c2cc3ccccc3o2)n1	3%	-4%	-1%	-0.2%	-5	3%	-3%	-2%	-2%	0%	1
21	O=C(O)[C@H](Cc1ccccc1)N1Cc2ccccc2C1=O	5%	-12%	1%	-0.2%	11	3%	0%	1%	-12%	3%	12
22	O=C(Nc1ccccc1)c1cccc2c(Br)cccc12	2%	?	0%	-0.4%	24	4%	?	-2%	2%	1%[11.5 µM]	-1
23	CN(C)C(=O)CCc1ccc2c3c([nH]c2c1)[C@]1(CCC2CCCC2)[C@@H](C(=O)N2CCOCC2)C[C@H](CC(=O)NCCC2=CCCCC2)C(=O)N1CC3	-8%	.	-4%	0.2%	-23	.	-1%	-4%	3%	.	.
24	O=C(Cc1ccccc1)NNC(=S)Nc1ccccc1	12%	12%	4%	-0.2%	29	5%	?	-3%	-2%	0%	1
25	NC(=O)C1CCN(C(c2ccccc2F)c2nnnn2Cc2ccco2)CC1 (stereo not drawn)	-12%	-24%	2%	-0.2%	3	4%	2%	-4%	0%	0%	1
26	COc1cccc(-c2nc3c(c(=O)[nH]c(=O)n3Cc3ccccc3)n2CCO)c1OC(F)F	12%	-10%	5%	-0.3%	-1	0%	?	-9%	-4%	-1%	-1
27	Cc1ccc(NC(=S)NNS(=O)(=O)c2ccc3ccccc3c2)cc1Cl	4%	?	1%	0.1%	2	-3%	4%	1%	2%	-1%	0
28	Cc1ccc(C(C)C)c(OCc2ccc(C(=O)N/N=C/c3cccc(O)c3O)cc2)c1	4%	?	-18%	0.1%	-25	-1%	-12%	0%	-17%	-5%	-23
29	CCN(CC)CCNC(=O)c1ccccc1C(=O)c1ncc[nH]1	10%	0%	-1%	-0.1%	10	0%	7%	-2%	-3%	1%	4
30	Cc1cc(S(=O)(=O)Nc2ccccc2C(=O)O)ccc1Cl	13%	?	7%	0.0%	-12	0%	?	-4%	1%	0%	11
31	COc1cccc(NC(=S)NC2CC3CCCC(C2)N3C2CCCC2)c1 (stereo not drawn)	26%	-14%	5%	-0.3%	36[activator]	12%	3%	2%	-3%	-7%	4
32	C[C@@H]1CCC(=O)N(C[C@@H](C)CSc2ccc(Br)cc2)CC1	23%	.	-2%	0.0%	-2	.	16%	-4%	?	.	.
33	COc1cc(C(=O)N2c3ccccc3CCC2C)cc(OC)c1OC (stereo not drawn)	16%	?	2%	-0.8%	8	6%	-1%	-2%	0%	1%	0
34	Cc1ccc(S(=O)(=O)N2CCN(C(=O)COC(=O)c3ccccc3Cl)CC2)c(C)c1	-26%	.	-1%	0.0%	20	.	-5%	-3%	-1%	.	.
35	O=C(Nc1cc(F)ccc1F)C1CCCN(c2ncnc3c2nc2n3CCCCC2)C1 (stereo not drawn)	3%	-2%	-11%	0.1%	2	-4%	4%	1%	1%	.	-4
36	O=C1COCC(=O)N1CCc1c[nH]c2ccccc12	6%	.	1%	0.1%	11	1%	4%	-2%	-13%	-5%	1
37	Cc1oc(-c2cccs2)[n+]([O-])c1C	24%	26%	4%	0.1%	-7	0%	2%	-10%	2%	-1%	-4
38	COc1ccc(C(=O)NCCC(C)C)cc1S(=O)(=O)N1CCOCC1	9%	3%	4%	0.1%	13	-1%	-4%	-4%	-7%	-1%	1
39	CS(=O)(=O)N(CC(=O)N1CCCCCC1)c1ccc2c(c1)OCCO2	?	30%[activator]	-1%	-0.2%	-23	0%	-1%	-7%	-2%	-4%	-2
40	C/C=C/C=C/C(=O)OC(C)C(=O)Nc1cc([N+](=O)[O-])ccc1OC (stereo not drawn)	-40%	1%	-3%	0.1%	3	-1%	1%	-2%	0%	0%	-1
41	CCC(C)N(C(=O)CSc1nc(C)c(C)c(C)c1C#N)C1CCS(=O)(=O)C1 (stereo not drawn)	19%	.	9%	-0.2%	-3	.	0%	-4%	-1%	.	.
42	Cc1ccc(NS(=O)(=O)c2ccc3c(c2)oc(=O)n3C)cc1F	21%	?	-4%	-0.4%	53[activator]	2%	?	0%	2%	4.5µM*	2
43	O=C(CC1C(=O)NCCN1Cc1cccc(F)c1)NCCCN1CCCC1=O (stereo not drawn)	5%	0%	18%	0.1%	-9	2%	1%	-5%	-2%	-2%	-3
